Screening results (PubChem)
CCHFV vOTU inh – blocks the CCHF virus ovarian tumor domain protease | CCHFV vOTU protease, Pep-AMC fluorescence | inhibition, % at 11.5 µM | 370,000 tested, 0.55% active; in the data active = inhibition above about 30%; also: 0% = vehicle wells with enzyme and 100% = no enzyme wells
TcdB inh – TcdB glycohydrolase inhibition | inhibition, % at 9.99 µM | TcdB glycohydrolase enzymatic assay, plate reader | 350,000 tested, 0.24% active | P18177 | AID 652162; in the data active = inhibition above about 10%
PfHsp40 yeast – rescue of PfHsp40-mediated yeast toxicity; S. cerevisiae expressing PfHsp40, growth rescue, ATP luminescence; 340,000 tested, 0.68% active; growth rescue, % at 12.5 µM; in the data active = growth rescue above about 28%, passing the limit was not always enough;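 also: yeast W303a lacking pdr1 and pdr3 grown in galactose medium; growth measured after three days at 30 °C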
BoNT-A LC inh2 – blocks Botulinum neurotoxin A light chain protease | multiplex microsphere protease substrate cleavage, flow cytometry | inhibition, % at 10 µM | AID 588499 | 360,000 tested, 0.17% active; also: plate controls were buffer without enzyme for full effect and enzyme alone for no effect
Anthrax LF inh2 – anthrax lethal factor protease inhibition. P15917. multiplex microsphere protease cleavage assay, LF. inhibition, % at 10 µM. 360,000 tested, 0.12% active. AID 588501; also: plate controls were buffer without enzyme for full effect and enzyme alone for no effect
Y pestis TopoI – blocks Yersinia pestis topoisomerase I activity; Y. pestis Topo-I cleavage product accumulation, plate reader; activity, % at 10 µM; 360,000 tested, 0.064% active; AID 504884; in the data active = activity above about 50%, passing the limit was not always enough; also: inactives centre near 2
FadD28 FP inh – blocks FadD28 binding to the bisubstrate probe; fluorescence polarization; inhibition, % at 12.5 µM; 360,000 tested, 0.22% active; AID 588549; in the data active = inhibition above about 8.5%, passing the limit was not always enough
BoNT F protease – blocks Botulinum neurotoxin F light chain protease; 360,000 tested, 0.22% active; Multiplex microsphere protease cleavage assay, flow cytometry; inhibition, % at 10 µM; in the data active = inhibition above about 35%, passing the limit was not always enough; also: plate controls were buffer without enzyme for full effect and enzyme alone for no effect
PrPC surface inh – cell surface PrPC inhibition, primary TR-FRET screen. P04156. TR-FRET read-out. inhibition, % at 13.8 µM. 370,000 tested, 0.43% active. AID 720596; in the data active = inhibition above about 24%; also: 0% = median of the test wells and 100% = reference compound wells
Numbers without * were called inactive; · = no result given. Rule as the data show it, unless noted: active = inhibition above about 30%; inconclusive = no clear call, values can overlap the other calls; inactive = below that.

SMILES	CCHFV vOTU inh	TcdB inh	PfHsp40 yeast	BoNT-A LC inh2	Anthrax LF inh2	Y pestis TopoI	FadD28 FP inh	BoNT F protease	PrPC surface inh
CCOC(=O)C1(NC(=O)CN2C(=O)c3ccccc3C2=O)CCCC1	-5.2	1.1	0.9	-0.1	-2.2	4.2	-1.0	1.8	5.9
CCOc1ccc(NS(=O)(=O)c2ccc3[nH]c(=O)oc3c2)cc1	-5.7	-0.1	-0.4	-0.4	-4.8	1.2	-1.4	-7.4	-8.6
CC1(C(=O)NS(=O)(=O)c2cccc(Cl)c2)CCN1C(=O)C1(c2ccc(Cl)cc2)CCC1 (stereo not drawn)	15.2	-3.2	·	-0.1	-2.6	7.2	-3.1	1.1	8.8
CC(C)(C)c1ccc(N2C(=O)CC(c3ccccc3)C2=O)cc1 (stereo not drawn)	-9.8	1.3	-0.4	-4.2	-6.3	9.6	-0.4	1.8	-3.5
CCCc1[nH]nc2c1C(c1ccc(OC)c(CSC3=NCCS3)c1)C(C#N)=C(N)O2 (stereo not drawn)	9.8	·	-2.1	-0.5	-2.5	1.4	-9.1	-9.0	-1.1
O=C(Cc1ccccc1)N1CCN(C/C=C/c2ccccc2)CC1	-9.6	·	1.0	-0.1	3.5	15.8	-1.9	-4.1	2.2
CC(CNS(=O)(=O)c1ccccc1)Sc1ncccn1 (stereo not drawn)	5.1	-0.8	-0.4	0.8	-2.0	-11.2	-3.4	-0.3	9.1
CC(C)C1C(=O)N(Cc2cn(CCC3OCCO3)nn2)CCS(=O)(=O)N1Cc1ccc(-c2ccccc2)cc1 (stereo not drawn)	15.9	2.1	·	-0.4	-2.0	39.5	-7.6	3.6	-6.9
CC(NS(=O)(=O)c1ccccc1)C(=O)NCCc1ccccn1 (stereo not drawn)	-5.1	2.7	0.0	-0.4	-3.5	11.3	-0.4	-1.9	8.1
C=CCn1c(=O)/c(=C/c2ccsc2)s/c1=C(\C#N)C(=O)NCCN1CCOCC1	-8.1	0.8	1.1	-0.2	-2.5	3.4	0.0	1.2	-9.6
O=C(NCCN1CCCCC1)Nc1ccc(F)cc1F	-1.2	-0.2	-0.5	2.7	6.8	-3.5	-2.1	17.1	1.9
CN(C)CCCNC(=O)C(=O)NCC1OCCN1S(=O)(=O)c1cccs1 (stereo not drawn)	12.1	1.1	-0.7	-0.3	-0.1	-13.1	-3.2	-0.4	-7.0
Cc1nn(C)c(C(=O)N2CCN(C(=O)c3ccco3)CC2)c1[N+](=O)[O-]	7.0	-0.7	-1.2	1.1	-0.3	-0.6	-0.3	-0.3	-3.3
CC(C)c1ccc(OCCCN2CCCC2)cc1	-11.8	0.3	0.2	0.9	1.9	0.6	-3.9	11.6	1.2
O=C1Cc2ccccc2C(=O)N1Cc1cccc(Cl)c1	64.5*	0.4	-2.2	-0.7	-0.6	9.1	·	1.8	5.7
CCCCNC(=O)O[C@H]1C[C@@H]2CCN3C(=O)CCC[C@H]([C@H]1CC)[C@H]23	13.7	-0.9	-1.8	0.2	-9.5	-2.2	-2.4	3.0	2.8
CCCc1cc2c(cc1NC(=O)c1ccc(C)cc1)OCO2	9.9	·	-0.8	0.0	3.9	-0.4	-2.4	1.2	-4.6
COc1ccc(-c2cccc(C3CC=CC4C3C(=O)N(Cc3ccccc3)C4c3ccc(OC)c(Cl)c3)c2)cc1 (stereo not drawn)	-1.9	·	0.3	-0.1	-4.7	-3.1	-2.1	-3.5	4.5
COc1ccc(N2CCN(C(c3cccs3)C(C)NC(=O)C(=O)N3CCCCC3)CC2)cc1 (stereo not drawn)	5.2	1.9	-1.2	-1.8	-1.2	16.4	-2.4	-2.7	-0.4
NS(=O)(=O)c1ccc(NC(=O)COC(=O)c2ccc(Cl)cc2[N+](=O)[O-])cc1	-6.7	1.5	-0.6	-1.4	-4.7	6.3	1.2	-10.2	-3.8
C/C(=N\NC(=O)COc1cccc(Br)c1)c1ccc2c(c1)OCCO2	-5.2	0.9	-1.5	0.1	-4.6	10.7	-3.7	3.0	0.0
CCCOC(=O)c1ccc(OCC(O)CN2CCN(C(=O)c3ccccc3)CC2)cc1 (stereo not drawn)	5.9	·	-1.1	-0.4	-0.1	30.8	-2.7	-3.5	-4.5
O=C(O)CC(CC(=O)Nc1ccc2ccccc2n1)c1ccccc1 (stereo not drawn)	-3.2	0.8	0.0	-0.9	1.1	0.3	0.1	-0.4	6.2
CCCOc1c(OC)cccc1C1CC(=O)Nc2cc3c(cc21)OCO3 (stereo not drawn)	7.8	·	-0.6	0.0	-2.5	16.5	-2.3	-8.9	15.2

An excerpt from above in order of heavy-atom count, falling:
SMILES	CCHFV vOTU inh	TcdB inh	PfHsp40 yeast	BoNT-A LC inh2	Anthrax LF inh2	Y pestis TopoI	FadD28 FP inh	BoNT F protease	PrPC surface inh
COc1ccc(-c2cccc(C3CC=CC4C3C(=O)N(Cc3ccccc3)C4c3ccc(OC)c(Cl)c3)c2)cc1 (stereo not drawn)	-1.9	·	0.3	-0.1	-4.7	-3.1	-2.1	-3.5	4.5
COc1ccc(N2CCN(C(c3cccs3)C(C)NC(=O)C(=O)N3CCCCC3)CC2)cc1 (stereo not drawn)	5.2	1.9	-1.2	-1.8	-1.2	16.4	-2.4	-2.7	-0.4
CCCOC(=O)c1ccc(OCC(O)CN2CCN(C(=O)c3ccccc3)CC2)cc1 (stereo not drawn)	5.9	·	-1.1	-0.4	-0.1	30.8	-2.7	-3.5	-4.5
NS(=O)(=O)c1ccc(NC(=O)COC(=O)c2ccc(Cl)cc2[N+](=O)[O-])cc1	-6.7	1.5	-0.6	-1.4	-4.7	6.3	1.2	-10.2	-3.8
CN(C)CCCNC(=O)C(=O)NCC1OCCN1S(=O)(=O)c1cccs1 (stereo not drawn)	12.1	1.1	-0.7	-0.3	-0.1	-13.1	-3.2	-0.4	-7.0
C/C(=N\NC(=O)COc1cccc(Br)c1)c1ccc2c(c1)OCCO2	-5.2	0.9	-1.5	0.1	-4.6	10.7	-3.7	3.0	0.0
CCCCNC(=O)O[C@H]1C[C@@H]2CCN3C(=O)CCC[C@H]([C@H]1CC)[C@H]23	13.7	-0.9	-1.8	0.2	-9.5	-2.2	-2.4	3.0	2.8
CCCc1cc2c(cc1NC(=O)c1ccc(C)cc1)OCO2	9.9	·	-0.8	0.0	3.9	-0.4	-2.4	1.2	-4.6
O=C1Cc2ccccc2C(=O)N1Cc1cccc(Cl)c1	64.5*	0.4	-2.2	-0.7	-0.6	9.1	·	1.8	5.7
CC(C)c1ccc(OCCCN2CCCC2)cc1	-11.8	0.3	0.2	0.9	1.9	0.6	-3.9	11.6	1.2

Additional structures.
SMILES	CCHFV vOTU inh	TcdB inh	PfHsp40 yeast	BoNT-A LC inh2	Anthrax LF inh2	Y pestis TopoI	FadD28 FP inh	BoNT F protease	PrPC surface inh
O=C(Nc1ccccc1)Nc1sccc1-c1nc2ccccc2s1	12.6	-0.2	-0.6	1.0	-1.4	-21.6	-0.6	2.5	5.0
CCCc1nc(C)c(-c2ccc(OC)c(OC)c2)c(=O)[nH]1	13.3	·	1.5	-0.8	-3.0	5.2	-1.4	3.6	-1.1
COc1cccc(/C=C2/SC(=S)N(CC(=O)Nc3nnc(C)s3)C2=O)c1	3.8	1.1	-1.1	0.3	1.9	-4.1	-3.7	-3.0	-2.2
N/C(=N\C(=S)Nc1ccc2c(c1)OCO2)c1ccccc1	6.0	-0.1	·	-1.4	0.1	·	-0.2	-11.4	6.7
CCOC(=O)C1CCCN(C(=O)CN2C(=O)C(CC)Oc3ccc(C)cc32)C1 (stereo not drawn)	-11.5	·	1.4	0.3	-1.7	11.5	-0.1	-1.7	5.0
CCN(CC(=O)Nc1cccc(OC)c1)CC(=O)Nc1ccccc1C	3.9	-0.2	1.6	-0.8	-24.1	-0.6	-1.2	-24.8	2.5
COc1ccc(-c2ccc(SCC(=O)c3ccccc3)nn2)cc1OC	-6.0	-0.3	-0.4	1.7	-2.4	22.6	-8.1	-1.4	1.8
COc1ccc(-n2cnc3c(N)nc(N)nc32)cc1	1.6	0.7	-1.4	-0.1	0.3	0.5	-3.6	0.7	-7.0
Cc1ccc([N+](=O)[O-])cc1NC(=O)CSc1n[nH]c(-c2cccnc2)n1	5.1	-0.1	0.1	-2.0	-2.3	-4.5	-2.6	-3.6	-10.7
NS(=O)(=O)c1ccc(NC(=O)/C=C/c2ccccc2[N+](=O)[O-])cc1	7.6	3.1	-1.0	-0.8	-1.2	0.0	-1.4	-4.7	-30.1
C=Cc1ccc(Cn2c(=O)n(C)c(=O)c3sccc32)cc1	-6.2	0.3	-0.9	0.0	-7.6	-5.7	-1.1	7.4	0.9
Cc1ccc(C)c(NC(=O)Cc2nc(CNCC(C)C)cs2)c1	-18.5	1.2	1.5	0.7	0.8	-0.5	-2.0	0.6	0.3
C=CCn1c(C)cc(C(=O)COC(=O)c2ccc(N)c([N+](=O)[O-])c2)c1C	7.6	-1.0	-1.4	-2.1	-7.4	1.7	-3.5	0.2	-3.4
CCC(Oc1ccccc1)C(=O)N1CCN(C(=O)C(CC)Oc2ccccc2)CC1 (stereo not drawn)	-1.5	2.6	-0.5	0.6	-0.9	5.4	-0.2	-6.3	1.6
COc1cccc(-c2csc(N3CCN(CC(=O)NNC(=O)c4ccc(Br)cc4)CC3)n2)c1	4.9	-1.9	-0.4	0.2	-0.9	-3.2	-1.7	-2.7	0.4
CCOc1ccccc1NC(=O)N1CCC(n2nnc3cc(C)ccc32)CC1	15.5	·	1.7	-0.3	-7.5	-6.2	-1.5	-2.0	-5.2
COc1cc(C(Nc2ccc(S(=O)(=O)N3CCC(C)CC3)cc2)C(=O)NCC2CCCO2)cc(OC)c1OC (stereo not drawn)	9.3	·	-0.5	0.0	0.4	12.5	-1.1	1.6	-6.2
c1ccc(-c2[nH]c(-c3ccccc3)[n+](CC3CO3)c2-c2ccccc2)cc1 (stereo not drawn)	3.0	·	1.6	-0.7	0.7	-1.0	-4.6	2.9	4.0
CCN(CC)S(=O)(=O)c1ccc(C(C)NC(=O)Cc2c[nH]c3ccccc23)cc1 (stereo not drawn)	1.2	-0.1	-0.3	0.9	-12.5	3.7	-3.0	10.6	8.7
Cc1cc(NC(=O)C(=O)NCc2cccc(Cl)c2)no1	6.0	0.5	0.7	-0.9	-11.6	-1.9	-1.5	-13.8	-4.8
COC(=O)[C@H](Cc1ccccc1)NC(=O)Nc1ccc(S(N)(=O)=O)cc1	-11.9	·	-0.1	0.2	-0.6	-5.2	0.5	-6.8	2.5
CCCCC(=O)Nc1ccc(NC(=S)NC(=O)CC(C)C)cc1OC	3.0	·	1.6	0.3	-1.6	7.8	-2.9	0.4	-2.6
CC(=O)N1CCN(S(=O)(=O)c2cccc(C(=O)Nc3nc4c(s3)CCCC4)c2)CC1	-3.8	0.1	-0.4	-0.5	0.9	-1.6	-0.7	-5.7	3.5
CC[C@@H]1C=C(C(=O)O)[C@H](c2ccc(Cl)c(Cl)c2)N1S(=O)(=O)c1ccc(C)cc1	10.3	-0.3	0.6	0.0	-6.2	2.1	-6.3	-2.6	0.4
Cc1c(C(=O)N2CCCC(C(F)(F)F)C2)oc2ccccc12 (stereo not drawn)	-6.8	-0.7	-1.3	2.3	-4.6	-3.4	0.2	-2.3	-5.8
COC(=O)C1Cc2c([nH]c3ccccc23)C2CCC(=O)N12 (stereo not drawn)	-8.7	0.6	·	0.0	-9.1	6.8	-0.5	0.7	-5.7
